Wnt bcat act – activators of Wnt/beta-catenin signaling; Wnt/beta-catenin reporter cell assay, activator, plate reader; activation, % at 9.35 µM; actives 1.2% (n = 300,000); AID 743398; in the data active = activation above about 30%, passing the limit was not always enough; inconclusive = no clear call, values can overlap the other calls;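 note: 0% = neutral control wells and 100% = positive control wells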
SR-BI DiI-HDL act – enhances SR-BI lipid uptake from DiI-HDL | CHO ldlA[mSR-BI] cells, DiI-HDL uptake fluorescence, 3 h; 100 = double the neutral-control signal | activation, % at 12.5 µM | actives 0.096% (n = 320,000);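 active = mean replicate activation of at least 60% and every replicate at or above 60%; inconclusive = mean or all-replicate condition met, but not both; inactive = mean below 60% and not all replicates reaching 60%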;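 note: 0% = median plate neutral-control signal and 100% = twice that signal; values of inactives mirror those of a sister screen read the other way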
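system = CHO ldlA[mSR-BI] cells, LDL receptor-null, SR-BI overexpressing | medium = Ham's F12 with 0.5% BSA, HEPES 25 mM, pH 7.4 | probe or stimulus = DiI-HDL 10 µg/mL | compound dosing = single-point compound dose | incubation = compound exposure 3 h, 37 °C | technique = DiI fluorescence, bottom read | read-out = cell-associated DiI fluorescence as measure of HDL uptake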
RTF Ca sens act – cardiac RTF calcium sensitization. AID 493008. actives 0.24% (n = 340,000). IANBD-labeled TnC RTF fluorescence at EC20 calcium; 0% EC20 calcium, 100% full calcium. activation, % at 7.2 µM. P19429+P45379;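 active = activation above the mean over all tested compounds plus 3 SD, cut at about 30% in these data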;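 note: rise in fluorescence read as greater calcium sensitivity of cardiac thin filaments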
dFosB act – mouse delta FosB homodimer activation | P13346 | purified delta FosB, TAMRA-CDK5 oligo fluorescence polarization; percent of positive-control signal above neutral wells | activation, % at 25 µM | actives 0.99% (n = 340,000);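 active = mean activation above about 17%, with every replicate also reaching it, limit read from the data, passing the limit was not always enough; inconclusive = only one of the two conditions met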;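 note: fluorescence polarization rise as delta FosB binds a TAMRA Cdk5 AP-1 oligo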
Target sequence (P13346 whole entry, looked up): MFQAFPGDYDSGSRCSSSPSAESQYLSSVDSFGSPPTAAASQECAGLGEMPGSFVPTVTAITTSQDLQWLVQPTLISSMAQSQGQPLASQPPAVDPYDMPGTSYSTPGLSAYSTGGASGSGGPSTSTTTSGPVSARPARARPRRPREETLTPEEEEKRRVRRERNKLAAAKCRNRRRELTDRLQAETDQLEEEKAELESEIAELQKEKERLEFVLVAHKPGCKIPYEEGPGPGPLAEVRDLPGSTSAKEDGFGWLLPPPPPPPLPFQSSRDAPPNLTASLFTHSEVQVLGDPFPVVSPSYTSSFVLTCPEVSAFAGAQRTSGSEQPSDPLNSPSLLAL
SR-BI HDL uptake – mouse SR-BI HDL lipid transfer inhibition | Q61009 | ldlA[mSR-BI] CHO cells, DiI-HDL uptake fluorescence, 3 h | inhibition, % at 12.5 µM | actives 0.96% (n = 320,000) | AID 488896;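 active = mean replicate inhibition of at least 70% and a set share of replicates each scoring 70 or more; inconclusive = meets just one of the two criteria; inactive = fails both criteria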;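 note: 0% = median of neutral control wells and 100% = median of positive control wells; values of inactives mirror those of a sister screen read the other way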
HTR5A ag – activates human HTR5A in OPRM1-OPRD1 agonist counter-screen. HTR5A agonist assay, luminescence, cell-based. activation, % at 9.3 µM. actives 0.61% (n = 340,000); in the data active = activation mostly above about 9.5%, no sharp cut-off; inactive = mostly below about 7.6%;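 note: 0% = cells with vehicle only and 100% = reference agonist; strong numbers were not always called active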
Rtt109 HAT inh – inhibitors of Candida albicans Rtt109/Vps75 histone acetyltransferase | Q5AAJ8 | purified Rtt109/Vps75, ThioGlo CoA-SH fluorescence, 4 h | inhibition, % at 34.9 µM | actives 0.16% (n = 330,000) | AID 540336;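 active = inhibition of at least 50% in every replicate; inconclusive = best replicate reaches 50% inhibition but some replicates fall short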
Target sequence (Q5AAJ8 whole entry, looked up): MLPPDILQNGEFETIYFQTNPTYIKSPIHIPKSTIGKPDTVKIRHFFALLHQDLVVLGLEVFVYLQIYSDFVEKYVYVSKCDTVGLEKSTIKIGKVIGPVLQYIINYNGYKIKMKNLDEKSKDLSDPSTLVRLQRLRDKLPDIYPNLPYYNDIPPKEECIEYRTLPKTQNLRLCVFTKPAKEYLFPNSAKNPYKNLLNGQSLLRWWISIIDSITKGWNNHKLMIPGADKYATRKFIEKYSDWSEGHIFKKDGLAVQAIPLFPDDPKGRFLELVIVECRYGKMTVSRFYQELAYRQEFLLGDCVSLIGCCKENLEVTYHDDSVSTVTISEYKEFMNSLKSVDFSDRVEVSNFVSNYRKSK
PvdQ acylase – P. aeruginosa PvdQ acylase inhibition; purified PvdQ acylase, fluorescence plate reader; inhibition, % at 10 µM; actives 0.063% (n = 340,000); AID 488965; in the data active = inhibition above about 30%, passing the limit was not always enough; inconclusive = no clear call, values can overlap the other calls;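 note: 0% = vehicle neutral wells and 100% = reference inhibitor wells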
MITF TRPM1 HTS – increases MITF-driven TRPM1 promoter luciferase signal | SK-MEL-5 TRPM1-promoter luciferase, 24 h; % of positive control, neutral wells = 0 | actives 0.75% (n = 300,000) | activation, % at 12.5 µM;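 active = mean activation of at least 80% with every replicate also reaching 80%; inconclusive = mean reaches 80% but some replicate falls short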;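 note: 0% = neutral control wells and 100% = parthenolide positive control wells; values of inactives mirror those of a sister screen read the other way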
CDK5 inh – blocks human CDK5/p35 kinase activity. inhibition, % at 10 µM. AID 488839. Q00535+Q15078. Recombinant CDK5/p35, ADP-Glo luminescence, 60 min. actives 0.01% (n = 330,000);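 active = highest replicate inhibition of at least 50% and at least 75% of replicates reaching 50%; inconclusive = only one of the two criteria met; inactive = both criteria failed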;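 note: plate controls were DMSO neutral control for no effect and GW8510 at 10 µM for full effect; many of its hits are not listed in these tables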
* marks the source's active call; other numbers are inactive results; ? = inconclusive; / = no result given. Hits appear at their usual frequency, and some 4.4% of all compounds hit somewhere here.

No.	SMILES	Wnt bcat act	SR-BI DiI-HDL act	RTF Ca sens act	dFosB act	SR-BI HDL uptake	HTR5A ag	Rtt109 HAT inh	PvdQ acylase	MITF TRPM1 HTS	CDK5 inh
1	CCOc1ccc2nc(NC(=O)C3CCN(C(=O)c4ccco4)CC3)sc2c1	21	-45	-8	-8	45	-4	11	-6	77	-0.3
2	COc1nc2c(s1)C(=O)NCCC2	/	5	-2	-3	-5	2	-9	-12	-3	0.8
3	COc1ccc2[nH]c(=O)c(CN(CCO)C(=O)c3ccccc3F)cc2c1	/	18	-6	4	-18	-2	-1	-10	-11	-0.6
4	Cc1nc2ccccc2n1CC(=O)OCC(=O)NCc1ccccc1	3	12	4	-8	-12	1	1	-11	-8	0.8
5	CCc1cc2c(SCC(=O)c3ccc(Cl)s3)ncnc2s1	0	-30	-3	-5	30	-4	4	2	12	0.5
6	C=CCNCCCOc1ccc(C)cc1Br	/	6	-2	-4	-6	-1	-11	-18	14	-0.9
7	CC(CCc1ccccc1)NC(=O)[C@@H]1Cc2ccccc2CN1 (some centres not stated)	-3	23	8	-6	-23	-3	/	-10	13	-0.1
8	COc1ccc(/C=C/C(=O)Nc2cccc(F)c2)cc1S(=O)(=O)N1CCOCC1	5	/	4	-14	/	6	4	-3	-11	-2.0
9	COc1ccc(CCNC(=O)CN(CCc2ccccc2)S(C)(=O)=O)cc1	-1	-29	0	4	29	1	0	-13	-2	-0.1
10	CCOC(=O)N1CCN(Cc2ccc(F)cc2F)CC1	4	14	0	-12	-14	0	12	-19	-5	0.3
11	Cn1c(=O)c2c(SCC(=O)N3CCCc4ccccc43)nc(C3CC3)nc2n(C)c1=O	-4	-26	9	-8	26	4	-11	-10	-7	0.1
12	Cc1ccc(NC(=O)CC2OC(=O)c3ccccc32)cc1S(=O)(=O)N1CCCCCC1 (configuration not stated)	2	-47	2	-3	47	6	6	0	-18	0.5
13	O=C(Cc1cccc2ccccc12)N/N=C1\CCCc2ccccc21	/	-20	11	-11	20	4	1	-9	/	0.6
14	CNc1cc(CSC)nc(SCc2ccc(Cl)cc2Cl)n1	-4	-43	7	-12	43	-4	-4	-10	-13	0.8
15	CCCc1ncc(C(O)(c2ccccc2)c2ccccc2)n1C	-1	-6	3	0	6	0	/	-14	-8	-0.4
16	Cc1nn(-c2ccccc2)nc1C(=O)Nc1ccc2c(c1)OCCO2	-1	-1	3	-15	1	0	3	-6	-19	-1.1
17	CC(C)CC(CO)N1CCN(C(=O)c2ccc(Cl)cc2)CCC1=O (configuration not stated)	1	24	3	7	-24	2	4	-19	-6	-0.2
18	CCOC(=O)Cn1ncc2c3ccccc3n(CC(=O)OCC)c2c1=O	1	-17	-5	3	17	5	14	5	2	-0.1
19	O=C(O)CNS(=O)(=O)c1cccc(Cl)c1	2	19	-5	-1	-19	-1	-3	10	15	-0.2
20	O=C(CSc1n[nH]c(-c2ccccc2F)n1)NCC(=O)Nc1ccc(F)c(F)c1F	1	16	2	1	-16	5	-16	6	-1	-1.3
21	CCCn1c(SCc2ccc(C(=O)OC)o2)nc2ccccc2c1=O	-2	-17	-8	-15	17	3	8	-17	2	-0.3
22	Cc1cc(OCC(=O)N(Cc2ccco2)C2CCS(=O)(=O)C2)cc(C)c1Cl (configuration not stated)	0	-22	/	-12	22	/	-13	-5	/	-0.2
23	CSc1ccccc1NC(=O)CCn1c(=O)sc2ccccc21	-7	-7	-4	-2	7	6	-3	-4	-8	0.8
24	COc1ccccc1N1CCN(C(CNC(=O)c2ccco2)c2cccnc2)CC1 (configuration not stated)	-1	9	8	-3	-9	0	-6	-17	/	-0.7
25	CCOc1ccc(NC(=O)CN(C)C(=O)c2ccc(C3SCCS3)cc2)cc1OCC	0	28	4	-9	-28	-5	2	-3	-8	1.8
26	COc1ccc(/C=N/NC(=O)Cc2cccs2)cc1	25	7	0	-4	-7	-2	-2	0	/	1.1
27	O=C(Nc1ccc(-c2cn3ccccc3n2)cc1)c1ccco1	20	-1	-2	-5	1	1	12	11	34	0.7
28	COC(=O)c1cc(Cl)c(NC(=O)c2cc(OC)c(OC)c(OC)c2)cc1OC	/	-53	5	1	53	-5	-3	-16	-3	-2.7
29	CSc1nc2ccccc2n1Cc1c(Cl)cccc1Cl	-2	-2	-5	-5	2	-2	4	0	-13	-0.3
30	Nc1c(C(=O)NCC2CCCO2)c2nc3ccccc3nc2n1/N=C/c1ccncc1 (configuration not stated)	0	/	2	-2	/	8	-5	3	-7	-0.1
31	COc1ccc(CN(C)S(=O)(=O)c2nnc(NC(=O)c3cccc(F)c3)s2)cc1	2	-4	-1	3	4	2	-6	-7	1	0.9
32	Clc1ccc(OCc2nnc(SCc3nc4ccccc4[nH]3)n2Cc2ccco2)cc1	/	-15	0	-16	15	6	/	4	/	-2.7
33	c1ccc(-c2cn(CC3CCCCC3)nn2)cc1	32*	2	5	-1	-2	-2	4	-10	45	0.3
34	O=[N+]([O-])c1ccccc1/C=N\N1CCN(Cc2ccccc2Cl)CC1	1	-6	-10	-4	6	2	-4	-12	/	-2.1
35	Cc1ccc(C)c(CN2CCC(CNC(=O)CCc3nnc4ccc(N5CCC(C)CC5)nn34)CC2)c1	2	-11	-5	-4	11	4	-45	-1	10	-2.7
36	Cc1ccc(C(=O)NC2CCN(C(=O)Nc3ccccc3Cl)CC2)cc1	0	/	1	-9	/	-1	0	-5	-4	-2.1
37	CCC(=O)Nc1ccc(-c2ccc(N3CCCCC3)nn2)cc1	26	-34	8	-6	34	2	-1	-10	?	/
38	O=C(N/N=C/c1cccs1)c1cc(-c2ccncc2)nc2ccccc12	-17	-31	-2	-23	31	2	6	10	-35	-0.8
39	CCc1ccc(-c2cc(C(=O)NN3CCOCC3)c3ccccc3n2)cc1	-2	-39	4	-9	39	3	-6	-10	28	-1.0
40	O=C(Nc1ccncc1)c1cccc(S(=O)(=O)N2CCCC2)c1	-1	-2	2	5	2	2	-6	-12	-8	-2.1

Other entries:
Each structure is followed by: Wnt bcat act, SR-BI DiI-HDL act, RTF Ca sens act, dFosB act, SR-BI HDL uptake, HTR5A ag, Rtt109 HAT inh, PvdQ acylase, MITF TRPM1 HTS, CDK5 inh
[41] CCC1Oc2ccc(C)cc2N(CC(=O)NCc2cccc(OC)c2)C1=O (configuration not stated)
 : 3, 22, 1, -9, -22, 1, 8, 14, 6, -1.2
[42] Cc1nnc(SCC(=O)Nc2nc(-c3ccccc3)cs2)n1N
 : /, -13, -3, 1, 13, 2, 0, -10, -4, -0.9
[43] Clc1cc(Br)ccc1OCCOCCOc1cccc2cccnc12
 : -1, 38, 2, -14, -38, 2, -1, -4, /, 0.0
[44] CN1CCN(c2nc(-c3ccc(Cl)cc3Cl)nc3ccccc23)CC1
 : -1, 6, 0, -12, -6, -3, 4, 15, 19, 0.7
[45] CCOC(=O)c1c(C)[nH]c(C)c1S(=O)(=O)N(C)CC(=O)Nc1cccc(C)c1
 : -4, -9, -10, -11, 9, 10, 4, 2, -10, 0.2
[46] Cc1ccc(-c2nc3cnccn3c2Nc2c(C)cccc2C)o1
 : -4, -18, -2, -8, 18, 1, -7, -5, -1, 1.4
[47] Cc1ccc2cc(-c3noc(C4CCCCC4)n3)c(=O)[nH]c2c1
 : -5, 12, 2, -5, -12, 8, 3, -7, /, 0.4
[48] CC(Sc1nnc(COc2ccc([N+](=O)[O-])cc2)n1C)C(=O)O (configuration not stated)
 : 3, 18, 0, 3, -18, -4, -8, 0, -6, 0.0
[49] COc1ccc(CCC(=O)Nc2ccc(Cl)c(S(=O)(=O)N3CCOCC3)c2)cc1OC
 : -5, -60, 1, -6, 60, 2, 5, -10, -5, 1.6
[50] CC1(C)CC2(CC(c3ccccc3)Oc3cc(O)ccc32)NC(=S)N1 (configuration not stated)
 : 1, -46, -5, -12, 46, 3, 12, -5, -5, -0.7
[51] Cc1cc(C)n(-c2ccc(C(=O)Nc3ccccn3)cc2)n1
 : /, -5, 5, -2, 5, -1, -3, 13, 49, 1.2
[52] CC(Oc1ccccc1Br)C(=O)N1CCc2ccccc21 (configuration not stated)
 : /, 9, -3, -4, -9, 3, 1, -7, 8, -0.3
[53] COc1cc(NC(=O)CN2CCN(C(=O)C3CCCO3)CC2)c(OC)cc1Cl (configuration not stated)
 : 1, -6, -4, -2, 6, 1, 6, 6, -5, -0.9
[54] CN(C)CCOc1ccccc1-c1ccccc1
 : 2, 17, 4, -4, -17, 0, 3, -10, /, -0.9

Eight of these compounds in another layout:
(47) Cc1ccc2cc(-c3noc(C4CCCCC4)n3)c(=O)[nH]c2c1
(48) CC(Sc1nnc(COc2ccc([N+](=O)[O-])cc2)n1C)C(=O)O (configuration not stated)
(49) COc1ccc(CCC(=O)Nc2ccc(Cl)c(S(=O)(=O)N3CCOCC3)c2)cc1OC
(50) CC1(C)CC2(CC(c3ccccc3)Oc3cc(O)ccc32)NC(=S)N1 (configuration not stated)
(51) Cc1cc(C)n(-c2ccc(C(=O)Nc3ccccn3)cc2)n1
(52) CC(Oc1ccccc1Br)C(=O)N1CCc2ccccc21 (configuration not stated)
(53) COc1cc(NC(=O)CN2CCN(C(=O)C3CCCO3)CC2)c(OC)cc1Cl (configuration not stated)
(54) CN(C)CCOc1ccccc1-c1ccccc1
entry no.	47	48	49	50	51	52	53	54
Wnt bcat act	-5	3	-5	1	/	/	1	2
SR-BI DiI-HDL act	12	18	-60	-46	-5	9	-6	17
RTF Ca sens act	2	0	1	-5	5	-3	-4	4
dFosB act	-5	3	-6	-12	-2	-4	-2	-4
SR-BI HDL uptake	-12	-18	60	46	5	-9	6	-17
HTR5A ag	8	-4	2	3	-1	3	1	0
Rtt109 HAT inh	3	-8	5	12	-3	1	6	3
PvdQ acylase	-7	0	-10	-5	13	-7	6	-10
MITF TRPM1 HTS	/	-6	-5	-5	49	8	-5	/
CDK5 inh	0.4	0.0	1.6	-0.7	1.2	-0.3	-0.9	-0.9

Screens: PubChem, several laboratories
